Compound activity (PubChem BioAssay)
MEP2-GFP yeast – alters MEP2-GFP fluorescence in TOR pathway yeast screen; S. cerevisiae MEP2-GFP strain, flow cytometry GFP, 3 h; 100% = DMSO control level; GFP response vs DMSO, % at 10 µM; 330,000 compounds, 0.51% hits; AID 2016;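 active means GFP response versus DMSO above a set limit, roughly screen mean plus 3 SD, cut at about 180% in these data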;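 further: median GFP fluorescence of the barcode-gated MEP2-GFP cells per well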
RPL19A-GFP yeast – yeast TOR pathway RPL19A-GFP modulation. percent response vs DMSO, % at 10 µM. S. cerevisiae RPL19A-GFP strain, flow cytometry, 3 h; stronger effect = lower value. 330,000 compounds, 0.3% hits;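 active means percent response vs DMSO below 50%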;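 further: median channel GFP fluorescence of the barcoded RPL19A-GFP strain; ratio of sample median GFP to plate DMSO average so 100% = DMSO; lower means less RPL19A-GFP as with rapamycin TOR inhibition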
AHR activator – activators of human aryl hydrocarbon receptor. P35869. AHR-responsive luciferase reporter cells, luminescence. activation, % at 5 µM. 320,000 compounds, 2.5% hits. AID 2796; in the data active means activation above about 47%;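 further: 0% = vehicle wells and 100% = reference agonist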
EBNA-1 inh – blocks EBNA-1 binding to DNA; inhibition, % at 14.8 µM; 300,000 compounds, 0.34% hits; EBNA-1 DNA binding, fluorescence polarization; in the data active means inhibition above about 28%
proCasp3 act – activates human procaspase-3; P42574; recombinant procaspase-3 D3A, Ac-DEVD-pNA absorbance 405 nm; activation, % at 8.5 µM; 330,000 compounds, 0.11% hits; AID 463141;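 active means activation above the mean of all tested compounds plus 3 SD, cut at about 21% in these data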;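 further: 0% = DMSO alone and 100% = DMSO wells spiked with extra 5 µM PC-3 D3A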
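assay system = Procaspase-3 D3A mutant | signal = absorbance at 405 nm, 0 and 120 min | times = 1 h preincubation plus 2 h reaction at 25 °C | repeats = single replicate | read-out = % activation between DMSO and enzyme-spiked controls | medium = Zinc-free HEPES saline buffer with Triton X-100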
ZTA counter – blocks Epstein-Barr virus ZTA, an EBNA-1 counter-screen; P03206; 320,000 compounds, 0.15% hits; inhibition, % at 11 µM; AID 2234; ZTA-DNA binding, fluorescence polarization; in the data active means inhibition above about 33%
procasp7 counter – counter-screen: procaspase-7 (human) activation; P55210; recombinant procaspase-7, Ac-DEVD-pNA absorbance 405 nm; D23A/D198A/D206A triple mutant, cannot self-cleave; scale: DMSO 0, 5 µM enzyme 100; activation, % at 8.5 µM; 330,000 compounds, 0.093% hits;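 active means percent activation above the screen-wide mean plus 3 SD, cut at about 25% in these data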
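Assay system – Uncleavable procaspase-7 mutant enzyme · Quantity – 2 µM procaspase-7 mutant as dispensed · Times – 1 h preincubation, 2 h reaction · Dosing – single nominal 8.5 µM compound dose, 0.8% DMSO final · Buffer or medium – Zinc-free 50 mM HEPES buffer, pH 7.4, with NaCl and Triton X-100 · Detection – Epi-absorbance of released pNA at 405 nm, two timepoints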
LAP4-GFP MLPCN – yeast TOR pathway LAP4-GFP modulation. S. cerevisiae LAP4-GFP multiplex, flow cytometry GFP, 3 h; median GFP as percent of DMSO wells. GFP response vs DMSO, % at 10 µM. 320,000 compounds, 0.34% hits;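 active means GFP response vs DMSO above a set limit, about the screen mean plus 3 SD, cut at about 150% in these data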
Active calls of the source: *; / = not tested or not shown; [ ] = another dose, or the depositor's remark.

SMILES,MEP2-GFP yeast,RPL19A-GFP yeast,AHR activator,EBNA-1 inh,proCasp3 act,ZTA counter,procasp7 counter,LAP4-GFP MLPCN
O=C(NC12CC3CC(CC(C3)C1)C2)c1cc([N+](=O)[O-])ccc1Cl,112,109,1,0,5,3,1,101
N#Cc1cc2c(nc1SCC(=O)O)CCCCC2,106,108,0,-3,2,15,5,99
O=C(COC(=O)c1ccccc1NCCO)Nc1cc(C(F)(F)F)ccc1N1CCOCC1,105,106,1,-8,6,8,8,100
CCOc1ccc(C(=O)Nc2nnc(SCC(=O)NCC3CCCO3)s2)cc1OCC (stereo not given),99,99,2,14,-4,6,-3,99
CC(C)(CNC(=O)Cc1ccc(Cl)cc1Cl)N1CCCCC1,102,93,0,3,4,4,6,101
COCCOC(=O)c1[nH]c2c(c1C)C(=O)CC(c1ccccc1)C2 (stereo not given),103,94,115*,-7,3,-9,10,93
CC(c1ccccc1)N1CC(C(=O)Nc2ccc(F)cc2)CC1=O (stereo not given),100,96,0,/,-12,8,1,98
COc1cc(C2NC(=O)NC(C)=C2C(=O)OC2CCCCC2)cc(Br)c1O (stereo not given),103,101,-1,-7,9,-2,3,99
Cc1ccc(NC(=S)Nc2ccc3cn[nH]c3c2)cc1C,103,108,7,-1,-2,1,3,104
O=C(CSc1nnc(Cc2ccccc2)o1)Nc1ccc(N2CCOCC2)cc1,99,98,1,/,1,/,-3,95
COc1ccc(OC)c(NC(=O)CSc2nnc(C3CCCCC3)o2)c1,96,100,2,3,0,11,7,101
CCCSC1=C(C#N)C(c2cccs2)C(C(=O)Nc2ccccc2)=C(C)N1 (stereo not given),108,96,6,-3,4,-3,12,105
Cc1ccc(CNC(=O)c2ccc(C)c(S(=O)(=O)N3CCCCC3)c2)cc1,89,93,1,/,4,-10,-3,95
O=[N+]([O-])c1cc(-c2cnc3ccccc3n2)ccc1Oc1ccc(Cl)cc1,103,105,50*,10,-1,16,7,97
CC(=O)c1sc2nc(-c3cccs3)ccc2c1N,122,81,20,-2,2,-1,-6,175*
COc1ccc(C(CNC(=O)c2ccco2)N2CCOCC2)cc1 (stereo not given),106,108,-1,/,6,-4,5,112
Cc1nonc1OCCNCCNc1ccccc1[N+](=O)[O-],112,101,1,4,0,2,7,79
Cc1cccc(NC(=O)/C(=C/c2cccc([N+](=O)[O-])c2)NC(=O)c2cccs2)c1,108,108,3,11,3,-3,7,94
CCOc1ccc(S(=O)(=O)NCc2ccc(OC)cc2)c2cccnc12,102,111,0,2,1,11,1,106
O=c1cc(-c2cccc3ccccc23)[nH][nH]1,113,101,2,-29,2,8,-2,102

Part of the list above in a different format:
Below each compound – MEP2-GFP yeast | RPL19A-GFP yeast | AHR activator | EBNA-1 inh | proCasp3 act | ZTA counter | procasp7 counter | LAP4-GFP MLPCN
- COc1cc(C2NC(=O)NC(C)=C2C(=O)OC2CCCCC2)cc(Br)c1O (stereo not given)
→ 103 | 101 | -1 | -7 | 9 | -2 | 3 | 99
- Cc1cccc(NC(=O)/C(=C/c2cccc([N+](=O)[O-])c2)NC(=O)c2cccs2)c1
→ 108 | 108 | 3 | 11 | 3 | -3 | 7 | 94

Looked up above:
For LAP4-GFP MLPCN, O=c1cc(-c2cccc3ccccc23)[nH][nH]1 is entered as 102
For MEP2-GFP yeast, COCCOC(=O)c1[nH]c2c(c1C)C(=O)CC(c1ccccc1)C2 (stereo not given) is entered as 103
For procasp7 counter, COc1ccc(OC)c(NC(=O)CSc2nnc(C3CCCCC3)o2)c1 is entered as 7
For MEP2-GFP yeast, CC(C)(CNC(=O)Cc1ccc(Cl)cc1Cl)N1CCCCC1 is entered as 102

The list continues:
SMILES,MEP2-GFP yeast,RPL19A-GFP yeast,AHR activator,EBNA-1 inh,proCasp3 act,ZTA counter,procasp7 counter,LAP4-GFP MLPCN
O=C(Cc1ccccc1)N(c1ccc(F)cc1)C1C=CS(=O)(=O)C1 (stereo not given),101,98,4,-15,-5,-7,2,98
COc1ccc(NC(=O)c2sccc2SCC#N)cc1,112,102,22,2,-4,13,0,110
Cc1nc(N2CCN(c3ccccc3)CC2)[nH]c(=O)c1C,112,107,-3,-5,5,-19,3,97
c1ccc(-c2ccnc3nc(N4CCN(c5ccccc5)CC4)nn23)cc1,143[may fluoresce violet],58[may fluoresce violet],-6,6,6,14,4,98[may fluoresce violet]
COCCNC(=O)C(c1ccc(C)o1)N(C(=O)Cn1nnc2ccccc21)c1ccccc1 (stereo not given),99,100,1,7,-6,7,-7,89
COC(=O)/C=C1\S/C(=N/NC(=O)c2ccccc2)NC1=O,97,98,0,-2,0,4,2,95
O=C(COC(=O)c1cc(=O)[nH]c2ccccc12)NC1CCCC1,102,99,0,-3,10,1,-1,111
N/C(CC(=O)Nc1ccc(F)cc1)=N\O,105,103,8,2,-7,-10,5,97
c1ccc(Cn2nnnc2C(c2ccccc2)N2CCN(c3nc4ccccc4s3)CC2)cc1 (stereo not given),101,107,1,6,-5,14,4,102
CSc1ccc(C(=O)C2CCCN(C(=O)Cc3nonc3C)C2)cc1 (stereo not given),108,100,-4,-6,7,-15,2,94
CCN(c1ccc(C)cc1C)S(=O)(=O)c1nnc(NC(=O)c2ccco2)s1,88,94,-1,13,11,11,1,85
Cc1ccc(NC(=O)c2cc(N3C(=O)CCC3=O)ccc2N2CCCCC2)cc1,66,96,0,-5,-8,-1,15,106
COc1ccc(CC(C)N2CCN(c3ccccc3)CC2)cc1OC (stereo not given),98,103,-2,-2,7,-3,8,100
O=C(CSc1nnc(SCc2cccc3ccccc23)s1)c1ccc2c(c1)OCO2,100,97,4,-5,-8,-1,-18,121
O=C(Nc1ccnn1C1CCN(C(=O)Cc2ccccc2F)CC1)C1CC1,88,97,-1,2,10,-6,7,70
Cc1cc(=O)oc2cc(OCC(=O)N3CCC(C(N)=O)CC3)ccc12,110,98,1,-1,16,2,11,108
O=C(CCSc1nc2cc(Cl)ccc2o1)N1CCOCC1,107,104,6,7,0,-7,2,108
NCCCC[C@@H](C(=O)N1CCNCC1)n1cc([C@@H](N)CO)nn1,95,98,1,9,8,14,1,128
Cc1csc(Nc2ccc(C(=O)O)cc2)n1,103,112,3,-5,1,5,-2,104
COc1ccc(C2CC(c3cccs3)=NN2C(=O)COC(=O)C2CCCCC2)cc1OC (stereo not given),97,104,2,-10,5,5,3,96
CN(C)CCC#CC1(O)c2ccccc2-c2ccccc21,113,109,1,-8,4,-14,-9,102
COCC1CCN(Cc2cn[nH]c2-c2ccc(OC)cc2F)C1 (stereo not given),96,94,4,-5,5,9,6,101
O=C(Nc1ccc(S(=O)(=O)Nc2nccs2)cc1)c1cc(=O)[nH]c2ccccc12,107,98,9,-10,-8,-1,-2,101
CC(=O)Nc1ccc(S(=O)(=O)N2CCN(C(=O)c3cccnc3)CC2)cc1,96,104,-2,7,3,-6,14,104
COc1ccc(NC(=O)c2c(C)cc(=O)oc2C)c(OC)c1,103,95,1,9,2,6,2,98
COCCn1c(SCC(=O)Nc2ccc3c(c2)OCCO3)nnc1C(C)C,102,93,-1,2,8,8,15,87
O=C(COc1ccccc1C(=O)N/N=C\c1ccc(O)c(O)c1)N/N=C/c1ccc(O)c(O)c1,110,103,9,-4,-9,-10,-7,106
O=C(CN1C(=O)COc2ccccc2C1=O)c1ccc2c(c1)OCCO2,99,100,-2,8,5,-8,1,101
CC(=O)NC1=NN(C(C)=O)C(C)(CC(=O)OC(C)(C)C)S1 (stereo not given),95,94,1,-14,4,-10,8,102
COc1cc(/C=N\NC(=O)c2cccc(Cl)c2)ccc1Oc1ccc([N+](=O)[O-])cn1,98,97,-5,8,2,19,6,110
O=C(CC1CCCC1)NNC(=O)c1ccc(F)cc1,96,90,-1,-9,-2,3,-5,96
O=C(Nc1ccc2c(c1)OCO2)C1CC1(Cl)Cl (stereo not given),105,102,8,/,3,1,-4,107
CCOc1ccc(C(=O)NCC(=O)NNC(=O)c2ccco2)cc1OCC,102,94,2,/,2,/,7,113
O=C(NCc1ccccc1)c1cc(-n2cnnc2)ccc1Cl,100,103,1,4,1,-5,0,94
CCOc1cc(CNc2ccc3c(c2)OCCO3)cc(Br)c1OCC(N)=O,99,100,5,-3,-13,0,-14,103
Cc1ccc(O)c(NC(=S)NC(=O)c2ccc(-c3ccc(Cl)cc3)o2)c1,112,102,26,-3,-31,20,-20,110
COc1cc(OC)cc(C(=O)O/N=C(\N)c2ccccn2)c1,98,101,29,-9,-4,0,8,114
Cc1cc(NC(=O)Nc2cccc(C(F)(F)F)c2)n(C)n1,106,105,11,1,-5,5,6,98
Cc1ccc(NC(=O)c2ccc([N+](=O)[O-])cc2)cc1S(=O)(=O)N(C)C,112,108,6,-8,3,1,5,112
CSCC[C@H](NC(=O)[C@H]1N2C(=O)c3ccccc3C2SC1(C)C)C(=O)NCc1ccncc1 (stereo not given in full),90,96,3,3,0,-1,-2,84
O=C(Nc1cccc(N2C(=O)C=CC2=O)c1)c1cccs1,86,73,1,-19,-25,-3,-41,128
CC(=O)Nc1ccc2nc(NC(=O)c3cccnc3)sc2c1,101,95,6,4,3,-2,13,101
COc1ccc(NC(=O)CN(C)C(=O)CNC(=O)c2ccc3c(c2)OCO3)cc1,96,96,2,1,-12,21,10,97
O=C1N/C(=N/N=C/c2ccco2)SC1Cc1ccccc1 (stereo not given),103,100,6,-1,2,9,8,100
CCOC(=O)c1c(N2C(=O)CC(Sc3ccccc3C(=O)O)C2=O)sc(C)c1C (stereo not given),93,98,0,10,-16,10,-25,93
COc1ccc(Nc2nc(-c3cc4cccc(OC)c4oc3=O)cs2)cc1,103,101,3,2,-12,17,-3,99
COc1ccccc1/C=C1\SC(=S)N(CCC(=O)N2CCCCC2CCO)C1=O (stereo not given),112,108,5,-8,-8,9,0,102
CCc1nc(SCC(=O)Nc2ccccc2C)n[nH]1,105,104,1,-1,-3,2,1,96
CC(C)Nc1nc(NNc2nc(Cl)nc(NC(C)(C)C)n2)nc(NC(C)C)n1,92,92,-2,-12,0,10,8,94
CC(=O)Nc1sc(C)c(C)c1C(=O)OCC(=O)Nc1cc(S(C)(=O)=O)ccc1Cl,96,100,0,7,7,4,5,100
O=S(=O)(c1ccc2c(c1)OCCO2)N1CCN(c2cccc(Cl)c2)CC1,94,92,1,5,-14,-5,17,94
O=C(NCCc1c[nH]c2ccccc12)C(=O)NCC1OCCN1S(=O)(=O)c1ccc(F)cc1 (stereo not given),97,96,8,6,4,2,10,105
Cc1cccc2nc(-c3cccnc3)c(Nc3ccccc3)n12,99,102,0,14,0,5,-1,104
CN(Cc1ccccc1)C(=O)c1ccc(NC(=O)C2=CSCCO2)cc1,116,108,2,-11,0,-13,8,102
O=C(c1cccc(S(=O)(=O)N2CCc3ccccc32)c1)N1CCc2ccccc2C1,97,95,20,/,10,-5,0,93
COC(=O)COc1ccc(S(=O)(=O)Nc2ccccc2C(=O)OC)cc1,103,97,1,10,0,12,9,96
Brc1ccc(-c2c(-c3ccsc3)sc3ccccc23)cn1,87,97,3,/,2,9,4,101
COc1ccc(Nc2nnc(SCc3cn4c(C)cccc4n3)s2)cc1,102,104,2,-10,-2,4,0,107
N#Cc1c(NC(=O)CSc2ncnc3c2cnn3-c2ccccc2Cl)sc2c1CCCC2,115,103,3,16,1,-6,13,107
CCn1cc(C2C(C(=O)Nc3cc(C)ccn3)=C(C)NC3=C2C(=O)CC(C)(C)C3)c(C)n1 (stereo not given),99,102,1,-7,-2,0,-1,98
